# Screens deposited in PubChem BioAssay by The Scripps Research Institute Molecular Screening Center.
# SRC3 TRFRET art: TR-FRET artefact, counter-screen to PPARgamma/SRC-3 agonist assay | actives 0.39% (n = 99,000) | TR-FRET ratio at 8 µM | PPARgamma/SRC-3 format; stronger effect = higher value | AID 1048; in the data active = TR-FRET ratio above about 2000; also: inactives centre near 1600; reference of the scale not given here
# SRC1 TRFRET art: flags TR-FRET format artefacts in PPARgamma SRC-1 recruitment agonist screen; AID 1051; actives 0.34% (n = 99,000); TR-FRET detection artefact counter-screen, emission ratio; stronger effect = higher value; TR-FRET ratio at 8 µM; in the data active = TR-FRET ratio above about 2300; also: inactives centre near 1800; reference of the scale not given here
# An asterisk follows results filed as active; & = joins results of further samples.
# Under each structure – SRC3 TRFRET art, SRC1 TRFRET art
(1) CCN(CC)P(=O)(Oc1cccc(C)c1)N(CC)CC
→ 1360, 1684
(2) O=P(O)(O)/C=C(\Cl)c1ccccc1
→ 1532, 1845
(3) c1ccc2c(CCNC3CCCCC3)c[nH]c2c1
→ 1448, 1657
(4) CN1CN=C(N[N+](=O)[O-])N(Cc2ccco2)C1
→ 1557, 1811
(5) CCCC/C(=N/O)c1c(C)[nH]c2ccccc12
→ 1576, 1588
(6) Cc1cccc(CN2CCN(c3ccc(Cl)cc3)CC2)c1
→ 1539, 1852
(7) Cc1sc(-n2c(C)cc(C=C3C(=O)NC(=O)NC3=O)c2C)c(C#N)c1C
→ 1330, 1603
(8) Cc1ccc(CN(Cc2ccccc2)C(=S)NCC(=O)N2CCC3(CC2)OCCO3)o1
→ 1721, 1876
(9) c1ccc2sc(C3CCCNC3)nc2c1 (centres undefined)
→ 1364, 1648
(10) O=C1NC(=O)N(Cc2ccccc2)C(=O)/C1=C/c1cnc(-c2ccccc2)nc1
→ 1724, 1956
(11) CNC(C(=O)c1ccccc1)C(OC)c1ccc(C)cc1 (centres undefined)
→ 1626, 1808
(12) O=c1[nH]c(=O)n(CCC2=CCCCC2)c(O)c1/C=N/Nc1ccccc1
→ 1463, 1608
(13) CCN1CCN(c2ccc(N)cc2)CC1
→ 1722, 1929
(14) COCCNC(=O)c1c(NC(=O)c2ccc(Br)o2)n(Cc2ccccc2)c2nc3ccccc3nc12
→ 1774, 1653
(15) O=C1NC(=O)N(c2ccc(F)cc2)C(=O)/C1=C/c1ccsc1
→ 1491, 1532
(16) O=C1/C(=C/c2cc3c(cc2Cl)OCO3)N2CCC1CC2
→ 1446, 2195
(17) Cc1ccc(-n2c(-c3ccc([N+](=O)[O-])cc3)nc3ccccc3c2=O)cc1
→ 1588, 1830
(18) Cc1c(NP(=S)(C(C)(C)C)C(C)(C)C)c(=O)n(-c2ccccc2)n1C
→ 1459, 2068
(19) CN1CCN(Cc2cn3cccnc3n2)CC1
→ 1380, 1703
(20) CCc1ccc(N2C(=O)NC(=O)/C(=C/c3cccn3CCOc3ccc(C)cc3)C2=O)cc1
→ 1646, 1775

# Reprinted at random: 5 records from the list.
# Under each structure – SRC3 TRFRET art, SRC1 TRFRET art
(13) CCN1CCN(c2ccc(N)cc2)CC1
→ 1722, 1929
(16) O=C1/C(=C/c2cc3c(cc2Cl)OCO3)N2CCC1CC2
→ 1446, 2195
(10) O=C1NC(=O)N(Cc2ccccc2)C(=O)/C1=C/c1cnc(-c2ccccc2)nc1
→ 1724, 1956
(14) COCCNC(=O)c1c(NC(=O)c2ccc(Br)o2)n(Cc2ccccc2)c2nc3ccccc3nc12
→ 1774, 1653
(15) O=C1NC(=O)N(c2ccc(F)cc2)C(=O)/C1=C/c1ccsc1
→ 1491, 1532

# Single values from the list:
# Reading of Cc1ccc(-n2c(-c3ccc([N+](=O)[O-])cc3)nc3ccccc3c2=O)cc1 in SRC3 TRFRET art: 1588
# Reading of c1ccc2sc(C3CCCNC3)nc2c1 (centres undefined) in SRC3 TRFRET art: 1364
# Reading of O=c1[nH]c(=O)n(CCC2=CCCCC2)c(O)c1/C=N/Nc1ccccc1 in SRC3 TRFRET art: 1463
# Reading of CNC(C(=O)c1ccccc1)C(OC)c1ccc(C)cc1 (centres undefined) in SRC3 TRFRET art: 1626

# (list continues)
# Under each structure – SRC3 TRFRET art, SRC1 TRFRET art
(21) CN1CCN(c2ccc(N)cc2Cl)CC1
→ 1734, 1739
(22) CCN(CC)c1ccc(N=Cc2c(O)n(CCc3ccc(OC)c(OC)c3)c(=O)[nH]c2=O)cc1
→ 1872, 1973
(23) O=C(c1cc(C(=O)NCc2ccc(Cl)cc2)c(=O)n(Cc2ccc(Cl)cc2)c1)c1cc(F)ccc1O
→ 1730, 1978
(24) CCOc1ccc(/C=C2/C(=O)NC(=O)N(CCc3ccc(F)cc3)C2=O)cc1
→ 1623, 1888
(25) CCOC(=O)/C(=N\Nc1ccccc1)N1CC1
→ 1454, 1652
(26) COc1cccc(-n2c(=S)[nH]c3ccccc3c2=O)c1
→ 1212, 1567
(27) Nc1ccc2cc(Br)ccc2c1
→ 1511, 1908
(28) O=c1[nH]c(=S)n(C2CC2)c(O)c1C=Nc1cccc(C(F)(F)F)c1
→ 1779, 1874
(29) CC1CCC[C@H](O)CCCCCc2cc(O)cc(O)c2C(=O)O1 (some centres undefined)
→ 1712&1644, 1907&1869
(30) Cc1nn(Cc2ccccc2)c(C)c1C(=O)OCC(=O)Nc1cccc(S(N)(=O)=O)c1
→ 1494, 1797
(31) CCCCCn1c(=O)c(C(=O)Nc2nc(CC(=O)OCC)cs2)c(O)c2ccccc21
→ 1687, 1881
(32) CCC(C)NC(=O)CN1C(=O)CN=C(c2ccccc2)c2ccccc21 (centres undefined)
→ 1561, 1609
(33) CCCCn1c(=O)c(C=Nc2cccnc2Cl)c(O)n(CCCCl)c1=O
→ 1571, 1719
(34) CCC(=O)c1cn(Cc2ccccc2)c2ccccc12
→ 1608, 1750
(35) CCC(C)N1C(=O)/C(=C\c2cnc(N(C)C)nc2)C(=O)NC1=S (centres undefined)
→ 1576, 1880
(36) COC(=O)N(C)c1ccc(C(O)(C(=O)OC)C(F)(F)F)cc1 (centres undefined)
→ 1608, 1920
(37) O=c1[nH]c2ccccc2n1C1CCN(CCCC(c2ccc(F)cc2)c2ccc(F)cc2)CC1
→ 1701, 1928
(38) N#CCC(=O)NN1Cc2ccccc2C1=N
→ 1442, 1608
(39) Cc1cccc(OP(N)(N)=O)c1C
→ 1849, 1948
(40) COc1ccccc1N1CCN(Cc2ccc(F)cc2)CC1
→ 1817, 1628

# (list continues)
# Under each structure – SRC3 TRFRET art, SRC1 TRFRET art
(41) CCN(CC)c1ccc(C=C2C(=O)N(C)C(=S)N(C)C2=O)o1
→ 1702, 1752
(42) O=C(O)C1C2CCC(O2)C1C(=O)Nc1ccc(Cl)cc1 (centres undefined)
→ 1551, 1848
(43) Cc1ccc(CN2C3CCCC2CC(NC(=O)Nc2cccc(F)c2)C3)cc1 (centres undefined)
→ 1635, 1778
(44) COC(=O)c1c(C)[nH]c(C(=O)C(C)[N+]23CCN(CC2)CC3)c1C (centres undefined)
→ 1507, 1738
(45) C/C(=N\N1CCCCC1c1cccnc1)c1c(O)n(C2CCCCC2)c(=S)[nH]c1=O (centres undefined)
→ 1872, 1851
(46) CCCCCCn1c(O)c(C=NCCN2CCOCC2)c(=O)[nH]c1=O
→ 1779, 1963
(47) COc1ccc(/C=C2/C(=O)NC(=O)N(c3ccc(C)c(C)c3)C2=O)cc1CN1C(=O)c2ccccc2C1=O
→ 1660, 1795
(48) O=C(NC(Cc1cnc[nH]1)C(=O)O)c1ccccc1 (centres undefined)
→ 1515, 1859
(49) COc1ccc(O)c(CN2CCCC(C(=O)c3sccc3C)C2)c1 (centres undefined)
→ 1615, 1736
(50) O=C(c1cc(F)ccc1F)C1CCCN(Cc2ccc3nonc3c2)C1 (centres undefined)
→ 1279, 1670
(51) CCCn1c(C(=O)c2ccccc2OC)nc2ccccc21
→ 1604, 1697
(52) Cn1cc(C(=O)NCc2ccccc2)c2ccccc21
→ 1655, 2088
(53) CC1CCCCN1Cc1cccnc1 (centres undefined)
→ 1509, 1602
(54) O=c1[nH]c(=O)n(C2CCCCC2)c(O)c1C=NCCCn1ccnc1
→ 1514, 1811
(55) COC1CCCCC1NCCc1ccccc1 (centres undefined)
→ 1623, 1742
(56) COc1cc(CC2(CCc3ccncc3)C(=O)N(C)C(=O)N(C)C2=O)cc(OC)c1OC
→ 1576, 1939
(57) COc1ccccc1/C=C1/C(=N/O)C2CCN1CC2
→ 1593, 1811
(58) CCN(CC)CCOC(=O)C(O)(c1ccccc1)c1ccccc1
→ 1490, 1515
(59) COc1ccc(N=Cc2c(O)n(CC3CCCO3)c(=O)[nH]c2=O)cc1 (centres undefined)
→ 1513, 1999
(60) CN1C(=O)C(=Cc2ccccc2OCc2ccccc2Cl)C(=O)N(C)C1=O
→ 1710, 2042

# In another format: entries from further up.
43. Cc1ccc(CN2C3CCCC2CC(NC(=O)Nc2cccc(F)c2)C3)cc1 (centres undefined)
  SRC3 TRFRET art: 1635
  SRC1 TRFRET art: 1778

49. COc1ccc(O)c(CN2CCCC(C(=O)c3sccc3C)C2)c1 (centres undefined)
  SRC3 TRFRET art: 1615
  SRC1 TRFRET art: 1736

60. CN1C(=O)C(=Cc2ccccc2OCc2ccccc2Cl)C(=O)N(C)C1=O
  SRC3 TRFRET art: 1710
  SRC1 TRFRET art: 2042

44. COC(=O)c1c(C)[nH]c(C(=O)C(C)[N+]23CCN(CC2)CC3)c1C (centres undefined)
  SRC3 TRFRET art: 1507
  SRC1 TRFRET art: 1738

# Part of the list above in order of length of the SMILES, largest number first:
# Under each structure – SRC3 TRFRET art, SRC1 TRFRET art
(43) Cc1ccc(CN2C3CCCC2CC(NC(=O)Nc2cccc(F)c2)C3)cc1 (centres undefined)
→ 1635, 1778
(54) O=c1[nH]c(=O)n(C2CCCCC2)c(O)c1C=NCCCn1ccnc1
→ 1514, 1811
(41) CCN(CC)c1ccc(C=C2C(=O)N(C)C(=S)N(C)C2=O)o1
→ 1702, 1752
(58) CCN(CC)CCOC(=O)C(O)(c1ccccc1)c1ccccc1
→ 1490, 1515
(52) Cn1cc(C(=O)NCc2ccccc2)c2ccccc21
→ 1655, 2088

# (cont.)
# Under each structure – SRC3 TRFRET art, SRC1 TRFRET art
(61) COc1ccc(CN2CCN(C(=O)Cc3ccccc3)CC2)c(OC)c1
→ 1591, 1859
(62) Cc1ccc(OCCSC2=NN2c2cc(C)nc(N)n2)cc1
→ 1416, 1881
(63) Cc1ccsc1C(=O)C1CCCN(Cc2cccn2-c2ccccn2)C1 (centres undefined)
→ 1428, 1655
(64) CCc1ccc2c(CN3CC=C(c4ccccc4)CC3)cc(=O)oc2c1
→ 1602, 1872
(65) CC12CN3CN(C1)CC(C)(C3)C2=NO
→ 1572, 1667
(66) COc1cccc(-n2c(O)c(C=Nc3c(C)n(C)n(-c4ccccc4)c3=O)c(=O)[nH]c2=O)c1
→ 1749, 1861
(67) O=C(Cn1ncc2c3ccccc3n(Cc3ccccc3)c2c1=O)N1CCC2(CC1)OCCO2
→ 1375, 1962
(68) COc1ccc(NC(=O)c2cc([N+](=O)[O-])ccc2N2CCNCC2)cc1
→ 1573, 2060
(69) CC1(C)N=C(c2ccccc2)[C@@H]2C(c3ccc([N+](=O)[O-])cc3)N21 (some centres undefined)
→ 1593, 1812
(70) CC(C(=O)O)N(C(=O)c1ccccc1)c1ccc(F)c(Cl)c1 (centres undefined)
→ 1538, 1729
(71) COc1ccc(CC2(CCc3ccccn3)C(=O)NC(=O)N(c3ccccc3C)C2=O)cc1OC (centres undefined)
→ 1582, 1817
(72) O=c1[nH]c(=S)[nH]c(O)c1N=Nc1ccc(S(=O)(=O)N2CCc3ccccc32)cc1
→ 1640, 1939

# The list is partial (hit frequency here may not be typical).
